# From PubChem BioAssay
# NCOA1 inh: SRC1 coactivator transcriptional activity inhibitors, primary screen, cell-based, luminescence. HEK293 GAL4-SRC1 luciferase reporter. Nuclear receptor coactivator 1 (Homo sapiens), Q15788. AID 588354, 2011. 360,000 tested, 0.12% active. inhibition, % at 3.6 µM;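 active means inhibition above the campaign mean plus 3 SD, with each screening campaign given its own cutoff, cut at about 60% in these data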;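 further: 0% = DMSO treated cells and 100% = gossypol at 36 µM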
# TROY signal inh: inhibitors of TROY-driven NF-kB signaling, primary screen, Q293 LMP1-TROYcd cells, NF-kB luciferase, uHTS | AID 1347056, 2019 | Q293 LMP1-TROYcd NF-kB luciferase reporter, 4 h | 360,000 tested, 0.98% active | inhibition, % at 10 µM;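 active means compounds whose plate-normalised and pattern-corrected inhibition of the luciferase reporter signal at the single screening dose is 50% or more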
# CF NFkB inh: inhibitors of PAF-induced NF-kB signaling, primary screen, cell-based, GFP fluorescence, uHTS; KKLEB NF-kB-GFP reporter, GFP fluorescence overnight; inhibition, % at 5 µM; 360,000 tested, 0.86% active; AID 588850, 2011;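 active means at least 50% inhibition at 5 µM, scaled per plate between neutral and stimulator controls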;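 further: PAF is a Pseudomonas aeruginosa culture filtrate used as stimulus; plate controls were PAF-stimulated DMSO wells for no effect and unstimulated DMSO wells for full effect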
# C8 TRAIL sens: viability loss with TRAIL in NB7+C8 cells, primary screen, TRAIL sensitizer project, cell-based, ATPlite luminescence. 360,000 tested, 1% active. inhibition (viability loss, TRAIL sensitization), % at 10 µM. AID 624354, 2012;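 active means compounds causing at least 50% loss of cell viability in the single-dose screen, relative to plate controls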
# NR5A2 inv ag: LRH-1 (NR5A2) inverse agonists, primary screen, cell-based, luminescence, HEK293T, StAR-luciferase reporter. LRH-1 transfected, 24 h. inhibition, % at 3.6 µM. 360,000 tested, 0.13% active. AID 602396, 2012;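 active means inhibition above the mean inhibition of all tested compounds plus 3 SD, cut at about 73% in these data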;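 further: 0% = DMSO wells and 100% = reporter-only cells lacking LRH-1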
# TWEAK-Fn14 inh: inhibitors of TWEAK-Fn14 signaling, primary screen, luciferase reporter cells, uHTS | TWEAK-stimulated Fn14 reporter cells, luciferase luminescence, 8 h | inhibition, % at 10 µM | 360,000 tested, 2% active; in the data active means inhibition above about 50%
# NR2F2 inh: NR2F2 transcriptional activity inhibitors, primary screen, cell-based, luciferase reporter, HEK293T, luminescence; COUP transcription factor 2 (Homo sapiens), P24468; HEK293T NGFI-A luciferase reporter; inhibition, % at 8.6 µM; 370,000 tested, 0.7% active;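 active means inhibition above a per-plate cutoff, mean inhibition of test wells between control levels plus 3 SD, cut at about 38% in these data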;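 further: cells cotransfected with COUP-TFII expression vector driving the NGFI-A reporter; 0% = median of COUP-TF2 test wells and 100% = reporter-only cells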
# KKLEB tox: cytotoxicity in KKLEB CF airway cells, primary screen, cytotoxicity control for CF NF-kB inhibitor project, cell-based, uHTS, fluorescence assay plates; activity change (cytotoxicity), % at 5 µM; KKLEB CF airway cells viability, ATPlite luminescence, overnight; hits give low values; cells stimulated with P. aeruginosa culture filtrate; AID 602141, 2011; 360,000 tested, 0.36% active;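 active means corrected activity change at or below -50% at 5 µM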
# SRC3 inh: SRC3 coactivator transcriptional activity inhibitors, primary screen, cell-based, luminescence | HEK293 GAL4-SRC3 luciferase reporter | 360,000 tested, 0.17% active | inhibition, % at 3.6 µM | AID 588352, 2011 | Nuclear receptor coactivator 3 (Homo sapiens), Q9Y6Q9;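 active means inhibition above a per-campaign cutoff, the mean of all compounds plus 3 SD, cut at about 60% in these data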;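 further: 0% = DMSO-treated cells and 100% = gossypol-treated cells at 36 µM; higher means less SRC3-driven luciferase light from the GAL4 reporter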
# EBV LMP1 NFkB: EBV LMP1-driven NF-kappaB luciferase reporter inhibitors, primary screen, cell-based, luminescence, single point; inhibition, % at 12.5 µM; 350,000 tested, 0.69% active; LMP1-induced NF-kappaB luciferase reporter cells; in the data active means inhibition above about 41%;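 further: 0% = neutral control wells and 100% = reference inhibitor control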
# SRC2 inh: inhibition of GAL4-SRC2 driven luciferase reporter, primary screen, SRC2 inhibitor project, cell-based, luminescence; Nuclear receptor coactivator 2 (Homo sapiens), Q15596; HEK293 GAL4-SRC2 luciferase reporter; inhibition, % at 9 µM; 370,000 tested, 0.17% active; AID 651957, 2012;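 active means inhibition above the mean inhibition of all tested compounds plus 3 SD, set per campaign, cut at about 52% in these data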;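 further: 0% = DMSO treated cells and 100% = cells given Gossypol at 36 µM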
# * marks the source's active call; other numbers are inactive results; nt = not tested or not shown.
# Start of the data: the first four compounds, ahead of the listing:
SMILES,NCOA1 inh,TROY signal inh,CF NFkB inh,C8 TRAIL sens,NR5A2 inv ag,TWEAK-Fn14 inh,NR2F2 inh,KKLEB tox,SRC3 inh,EBV LMP1 NFkB,SRC2 inh
CCN(CC)c1ccc(/C=N/NC(=O)c2cc3ccccc3[nH]2)cc1,-8,-30,5,8,15,-7,-25,-8,-16,-26,-17
Cc1ccc(S(=O)(=O)N2CCN(C(=O)CN3C(=O)NC(C)(c4ccc5ccccc5c4)C3=O)CC2)cc1 (configuration not stated),-8,17,26,24,4,18,19,8,-20,1,13
CS(=O)(=O)N1CCN(C(=O)C2c3ccccc3Oc3ccccc32)CC1,4,6,-20,2,-9,5,nt,9,1,-2,nt
CNc1nc(-c2ccc3c(c2)CCN3C(=O)c2cccc(F)c2)cs1,-97,-25,3,29,-102,-5,-39,-3,-70,-15,-59

# Results (from the top)
SMILES,NCOA1 inh,TROY signal inh,CF NFkB inh,C8 TRAIL sens,NR5A2 inv ag,TWEAK-Fn14 inh,NR2F2 inh,KKLEB tox,SRC3 inh,EBV LMP1 NFkB,SRC2 inh
CCN(CC)c1ccc(/C=N/NC(=O)c2cc3ccccc3[nH]2)cc1,-8,-30,5,8,15,-7,-25,-8,-16,-26,-17
Cc1ccc(S(=O)(=O)N2CCN(C(=O)CN3C(=O)NC(C)(c4ccc5ccccc5c4)C3=O)CC2)cc1 (configuration not stated),-8,17,26,24,4,18,19,8,-20,1,13
CS(=O)(=O)N1CCN(C(=O)C2c3ccccc3Oc3ccccc32)CC1,4,6,-20,2,-9,5,nt,9,1,-2,nt
CNc1nc(-c2ccc3c(c2)CCN3C(=O)c2cccc(F)c2)cs1,-97,-25,3,29,-102,-5,-39,-3,-70,-15,-59
COc1ccccc1CNC(=O)COc1ccccc1OC,9,-17,0,-4,-20,6,-4,-2,-4,-8,-24
CCN(c1ccc(OC)cc1)S(=O)(=O)c1cc(-c2cc(C)no2)ccc1C(C)C,-25,-11,-17,-10,19,-6,3,1,-5,-1,-9
O=C(NCC(c1ccco1)N1CCCC1)c1ccc(Cl)cc1 (configuration not stated),-6,-6,-3,2,-22,-9,2,10,-19,-1,0
Cc1ccc(NC(=O)CSc2ncc(S(=O)(=O)c3ccccc3)c(=O)[nH]2)cc1C,0,-7,-17,-6,18,3,-10,21,14,-16,4
COCCn1c(C)cc(C(=O)COC(=O)C2CC(=O)N(CCc3ccc(OC)c(OC)c3)C2)c1C (configuration not stated),-7,2,-18,7,-22,2,-13,2,-5,-12,-21
Nc1c(C(=O)CSc2nnc(-c3ccccc3F)o2)c(=O)[nH]c(=O)n1C1CC1,0,0,-3,-1,-13,-15,5,-3,-15,-3,-18
CS(=O)(=O)Nc1cccc(C2=NN(C(=O)c3cccc(F)c3)C(c3cccs3)C2)c1 (configuration not stated),12,14,3,2,25,2,-6,1,6,-7,15
CCC(C)NC(=O)CSc1nc2cc(S(=O)(=O)N3CCOCC3)ccc2n1CC (configuration not stated),-9,-3,15,7,5,6,11,2,-2,-3,2
Cc1ccc(-c2cc(-c3n[nH]c(=S)o3)c3ccccc3n2)cc1,-57,33,10,13,-32,18,-3,5,-12,-14,8
CCN1C(=O)CC(N2CCC(Nc3ccc(OC)cc3)CC2)C1=O (configuration not stated),2,3,2,-7,1,6,-12,7,11,12,-14
Cc1nc2ccccc2n1CCc1nc2c3ccccc3nc(SCC(=O)NCc3ccco3)n2n1,-2,-20,4,-1,-5,-4,13,1,-19,8,6
CN(C)C1=NCCN1CCCCc1ccccc1,-8,-3,10,6,7,2,7,5,12,-8,2
CCOc1cccc(-c2nnc3sc(COc4ccc(C)cc4)nn23)c1,-14,-7,3,10,12,-5,-7,5,-16,-18,-10
COc1cc(N/C(N)=N/c2nc(C)cc(C)n2)c(OC)cc1Cl,5,19,-2,1,8,2,18,-13,17,21,7
CCN(CC)S(=O)(=O)c1ccc(N2CCOCC2)c(NC(=O)COc2ccccc2)c1,5,0,5,0,5,-1,8,2,8,-6,8
Cc1ccc(S(=O)(=O)N(C)c2ccc(C(=O)O)cc2)cc1,1,-6,-6,3,-2,-17,19,7,21,1,20
COc1ccc(-n2c(=O)c3ccccc3c3ccccc3c2=O)cc1,8,-1,6,18,5,-11,15,3,2,0,22
CCCC(C)C(=O)Nc1ccc(C(N)=O)cc1 (configuration not stated),13,0,-4,-3,12,8,-12,4,0,-5,-13
COc1ccc(C(=O)C2CCCN(Cc3cn(C)nc3-c3ccccc3)C2)cc1F (configuration not stated),5,-12,-2,-9,4,9,12,5,7,4,3
CCCCn1c(N)c(N(CCOC)C(=O)c2ccc(N3CCCC3=O)cc2)c(=O)[nH]c1=O,-2,8,-2,4,-9,-4,0,-2,17,-1,-6
Cc1ccc(C(=O)Nc2ccc(N3CCN(C)CC3)cc2)cc1,-87,-20,-13,4,-135,-4,-28,6,-145,-22,-139
O=C(O)c1cc2n(n1)C(C(F)(F)F)CC(C1CC1)N2 (configuration not stated),-3,-5,-5,-20,-1,14,-4,-3,0,1,13
CCOc1ccc(NC(=O)CCC(=O)N/N=C2\CCCc3ccccc32)cc1,-10,7,-18,17,-3,-18,1,-4,-13,-8,14
O=C(COC(=O)CCSc1ccc(Cl)cc1)NCc1ccco1,-28,3,-12,5,5,3,9,0,-23,3,3
COc1ccc(CC(=O)Nc2nc3ccccc3s2)cc1S(=O)(=O)N1CCOCC1,4,-7,10,15,-17,10,19,-9,9,7,-1
CCc1nnc(NC(=O)CSc2nnc(-c3c[nH]c4ccccc34)n2CC)s1,-8,-6,-11,-2,-10,14,15,16,3,-11,-10
CCCCN(C)c1nc(-c2ccco2)c2c(c1C#N)CC(C)(C)OC2,-8,-7,41,1,28,7,20,-20,0,4,21
CCOC(=O)c1c(C)[nH]c(C)c1C(=O)COC(=O)/C=C/c1cccc(C(F)(F)F)c1,6,-1,2,14,-12,-7,17,-1,13,3,27
O=C(NCc1ccc2c(c1)OCO2)c1cnc2ccccn2c1=O,-2,-20,-24,-6,0,10,-27,4,-2,-5,-12
O=C(CCCN1C(=O)/C(=C/c2cccs2)SC1=S)Nc1cccc(O)c1,-4,21,-1,13,-2,25,-10,-4,-9,5,12
Cc1ccc2oc(C(=O)NC3CCS(=O)(=O)C3)cc(=O)c2c1 (configuration not stated),26,-6,-7,-11,-4,-7,6,2,1,-1,-23
COc1cc(/C=C(/C#N)c2ccc(C)cc2)ccc1Oc1ccc([N+](=O)[O-])cn1,-23,-17,13,30,33,12,6,-24,8,-2,9
O=C(NNS(=O)(=O)c1ccc(Br)cc1)c1cccs1,2,-12,-15,1,4,7,14,-1,-2,0,12
Cc1cccc([C@H](NC(=O)OC(C)(C)C)C(=O)OC(C)(C)C)c1,3,0,-17,-4,-1,-1,10,1,5,-10,9
C=CCn1c(SCC(=O)NCC2CCCO2)nc2scc(-c3ccc(OC)cc3)c2c1=O (configuration not stated),-26,12,8,-5,3,2,13,-23,-14,-6,-17
CCCN(CC(=O)Nc1cc(C)on1)CC(=O)Nc1ccc(F)c(F)c1F,-8,6,-1,8,-17,-4,13,-9,7,-3,-16
CC(O)CN1CCN(C(=O)CN2C(=O)NC(c3ccccc3)(c3ccccc3)C2=O)CC1 (configuration not stated),-7,-3,-3,-17,0,3,15,-1,-13,-3,2
O=C(/C=C/c1ccco1)N(Cc1cccc(Cl)c1)C1CCS(=O)(=O)C1 (configuration not stated),-6,-9,6,21,-11,4,0,1,18,4,-15
CC(C)(O)[C@@H]1Cc2c(ccc3ccc(=O)oc23)O1,-5,-6,-4,-12,-15,5,2,2,-21,-3,10
COc1c(C)cc(C(O)c2ncc(-c3cccc4ccccc34)[nH]2)cc1C (configuration not stated),2,20,19,26,-21,20,-17,-18,-13,nt,-12
COc1cc(C(=O)O)cc(NC(=O)c2cccs2)c1OC,5,3,19,7,0,-6,-16,-5,12,0,-3
O=C(/C=C/c1ccco1)NC(=S)Nc1ccccc1Br,14,-16,18,-2,-18,-2,16,-4,-8,3,-6
COC(=O)c1ccc(CSc2nnc(NC(=O)C3CC(=O)N(Cc4ccc(C)cc4)C3)s2)cc1 (configuration not stated),11,26,2,-5,-4,24,0,0,1,4,6
COc1ccc(OC)c(NC(=O)C(CCSC)NS(=O)(=O)c2cccs2)c1 (configuration not stated),5,4,-13,1,-3,43,11,6,-9,-2,-7
CN1CCN(C(=O)C2=C[C@H](c3ccc4c(c3)OCO4)C[C@H](OCc3ccc(CO)cc3)O2)CC1,-11,-15,-11,-2,4,-9,-15,6,-1,-7,-48
Oc1ccc(Br)cc1/C=N/N1CCCCC1,-72,-3,-16,5,-28,-38,1,-1,-56,-43,-52
NC(=O)c1cccc(-c2ccnc3c2CC(C(=O)Nc2cccc(C(F)(F)F)c2)O3)c1 (configuration not stated),15,28,9,22,16,23,19,-12,5,nt,30
COc1ccccc1N1CCN(Cc2cc3c(cc2Br)OCCO3)CC1,17,19,4,9,-1,-12,-15,0,-1,5,1
Cc1cc(C)n2nc(C(=O)OC(C)C(=O)c3ccccc3)nc2n1 (configuration not stated),-16,8,-1,-13,18,3,-6,7,9,7,-19
CCOC(=O)c1c(NC(=O)C[n+]2ccc(Cc3ccccc3)cc2)sc(C)c1C,-3,-4,-7,13,13,0,11,6,11,-12,2
Cc1cccc(C2Nc3ccccc3C(=O)N2c2ccccc2)n1 (configuration not stated),5,-28,5,-10,-27,-11,3,10,6,0,1
CC1(C)C(=O)Nc2ccccc2N1C(=O)COC(=O)CSc1ccc(F)cc1,-1,4,26,1,4,-18,13,-9,-15,7,-5
CCOC(=O)C1NN=C(C(=O)c2ccccc2)C1c1ccccc1 (configuration not stated),-2,7,9,-11,-20,13,-12,-2,10,-3,-19
COc1ccc(N2CCN(S(=O)(=O)CCNC(=O)COc3cccc(OC)c3)CC2)cc1,10,6,4,-5,3,3,-6,-13,-1,-2,-23
Cc1c(NC(=O)CSc2nnc(-c3ccco3)n2-c2ccccc2)c(=O)n(-c2ccccc2)n1C,-20,-1,17,5,1,-1,1,-14,-3,-3,4
O=C(CSc1nc(-c2ccccc2Cl)ns1)NCc1ccc2c(c1)OCO2,3,-6,-7,0,-21,-10,19,-2,18,-3,12
CC1(Cc2ccccc2C#N)C(=O)Nc2ccc(-c3ccccc3)cc21 (configuration not stated),-12,19,-32,-13,-11,-3,-2,0,-26,nt,15
